IL-2 act – qHTS of IL-2 Activators. IL-2 activation reporter assay, cell-based qHTS; stimulated with anti-CD3/CD4/CD28 beads; in transgenic mouse T cells. activation, % (series mostly up to about 46 µM). AID 652025, 2013. hit rate 0.065% among 360,000; in the data active means activation above about 50%; inconclusive means mostly about 30% to 49%; further: 0% is about no effect
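Using fluorescent plate cytometry, EGFP and DsRed are detected in transgenic mouse T cells stimulated 18 h at 37 degrees C with antibody-coated beads after 60 min compound pretreatment.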
PI5P4Ka inh – qHTS for Inhibitors of phosphatidylinositol 5-phosphate 4-kinase (PI5P4K) | Phosphatidylinositol 5-phosphate 4-kinase type-2 alpha (Homo sapiens), P48426 | hit rate 1.2% among 330,000 | PI5P4Kalpha enzyme, ADP-Glo luminescence, 60 min; active compounds read low | AID 652105, 2013 | max response, %; active means max response of -50% or lower; inconclusive means between -30% and -50%; inactive means -30% or higher; further: value at the top dose of about 77 µM; on the % scale 0 is the no-effect control and ±100 the full control effect
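Enzyme plus substrate dispensed, test compounds pinned in, then ATP (5 microM final) added. After 60 min at RT, ADP-Glo reagent 1 for 45 min and reagent 2 for 30 min preceded luminescence imaging.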
GLP1R cytotox – qHTS of GLP-1 Receptor Inverse Agonists: Cytotox Screen | hit rate 0.13% among 410,000 | Potency, µM (highest dose often 38.3 µM), for the others: at the highest dose activity change, negative = inhibition, most hits filed as inhibitors | HEK293 cAMP-luciferase reporter cells, luminescence, 24 h | AID 624418, 2012;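 further: loss of luciferase light is scored as toxicity; potency means the concentration at half of the fitted maximal effect; on the % scale 0 is the no-effect control and ±100 the full control effect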
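Quantitative HTS format, 1536 wells, 200 cells/uL seeded. Compounds: 23 nL, 24 h, 37 °C. Detection: luciferase reagent, luminescence at 12 min RT; decreased signal taken as cytotoxic.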
GLP1R inv ag – qHTS of GLP-1 Receptor Inverse Agonists (Inhibition Mode). Glucagon-like peptide 1 receptor (Homo sapiens), P43220. HEK293 GLP-1R CRE-luciferase, luminescence, 24 h; GLP-1R form is constitutively active. Potency, µM (series often up to 38.3 µM), inactives show at the highest dose activity change, negative = inhibition, hits mostly inhibitors. hit rate 1.6% among 410,000. AID 624417, 2012; further: potency means the concentration at half of the fitted maximal effect; on the % scale 0 is the no-effect control and ±100 the full control effect; nearly all actives have a fitted effect of over 55% in size
Target sequence (P43220 whole entry, looked up): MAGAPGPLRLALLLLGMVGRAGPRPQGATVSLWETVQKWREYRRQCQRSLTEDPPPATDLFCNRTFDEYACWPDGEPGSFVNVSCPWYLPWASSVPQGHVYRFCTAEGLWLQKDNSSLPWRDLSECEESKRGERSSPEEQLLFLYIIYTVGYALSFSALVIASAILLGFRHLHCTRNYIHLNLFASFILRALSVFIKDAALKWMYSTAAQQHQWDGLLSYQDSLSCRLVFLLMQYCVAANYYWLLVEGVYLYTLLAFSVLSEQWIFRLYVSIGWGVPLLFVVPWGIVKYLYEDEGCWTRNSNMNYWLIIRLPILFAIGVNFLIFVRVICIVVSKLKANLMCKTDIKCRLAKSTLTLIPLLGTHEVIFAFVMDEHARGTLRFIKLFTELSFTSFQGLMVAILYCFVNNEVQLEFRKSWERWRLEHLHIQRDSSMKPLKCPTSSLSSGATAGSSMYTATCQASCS
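Seeding at 200 cells/uL, 12 h culture, 24 hr compound treatment, then luciferase reagent and a luminescence read; cells are HEK293 stably expressing a constitutively active GLP-1R plus cAMP-responsive luciferase.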
PLK1 PBD inh – qHTS for Inhibitors of PLK1-PDB (polo-like kinase 1 - polo-box domain): Primary Screen; Plk1 PBD binding of FITC phosphopeptide, fluorescence polarization; Potency, µM, inactives show max response, negative = inhibition, hits mostly inhibitors; AID 720504, 2013; hit rate 2.8% among 360,000; further: potency means the concentration at half of the fitted maximal effect; series mostly up to about 57 µM; on the % scale 0 is the no-effect control and ±100 the full control effect; nearly all actives have a fitted effect of over 65% in size
Target sequence (P53350 whole entry, looked up, the tested form may be a part): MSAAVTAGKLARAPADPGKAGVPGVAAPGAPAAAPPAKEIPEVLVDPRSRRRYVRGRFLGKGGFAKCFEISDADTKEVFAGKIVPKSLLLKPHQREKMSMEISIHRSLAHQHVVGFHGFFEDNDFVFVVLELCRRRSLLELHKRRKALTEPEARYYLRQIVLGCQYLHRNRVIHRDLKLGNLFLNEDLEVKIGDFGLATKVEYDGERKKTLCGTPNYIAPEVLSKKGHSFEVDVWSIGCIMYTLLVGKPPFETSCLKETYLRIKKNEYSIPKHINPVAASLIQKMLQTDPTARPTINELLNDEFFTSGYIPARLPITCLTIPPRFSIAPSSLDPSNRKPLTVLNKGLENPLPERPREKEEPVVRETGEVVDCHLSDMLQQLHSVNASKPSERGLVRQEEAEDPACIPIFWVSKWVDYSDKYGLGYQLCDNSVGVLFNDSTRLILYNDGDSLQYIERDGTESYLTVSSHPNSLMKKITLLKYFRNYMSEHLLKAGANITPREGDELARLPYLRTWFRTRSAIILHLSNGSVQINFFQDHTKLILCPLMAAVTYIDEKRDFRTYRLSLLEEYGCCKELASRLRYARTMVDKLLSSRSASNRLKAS
WRN helicase inh – qHTS for Inhibitors of WRN Helicase; Bifunctional 3'-5' exonuclease/ATP-dependent helicase WRN (Homo sapiens), Q14191; WRN helicase unwinding, fluorescent forked duplex, kinetic; Potency, µM (titrated, usually from 114 µM), for the others: top-dose activity change, negative = inhibition, actives largely listed as inhibitors; hit rate 0.46% among 360,000; AID 651768, 2012; further: potency means the concentration at half of the fitted maximal effect; on the % scale 0 is the no-effect control and ±100 the full control effect; nearly all actives have a fitted effect of over 55% in size
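WRN at 20 nM final preincubated with compound 15 min at room temperature; reaction started with 100 nM fluorophore/quencher forked duplex oligonucleotide and 2 mM ATP final. Unwinding followed kinetically by red fluorescence (ex 525, em 598 nm).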
GLP1R ag – qHTS of GLP-1 Receptor Agonists. HEK293 GLP-1R CRE-luciferase, luminescence, 4-6 h; cells express a hypersensitive GLP-1R form. Glucagon-like peptide 1 receptor (Homo sapiens), P43220. Potency, µM (titrated, usually from 45.6 µM), inactives show top-dose activation, hits mostly activators. hit rate 0.007% among 380,000; further: potency means the concentration at half of the fitted maximal effect; % of control where 0% means no effect
D3 antag – qHTS of D3 Dopamine Receptor Antagonist: qHTS. D(3) dopamine receptor (Homo sapiens), P35462. D3R cells, DiscoveRx beta-arrestin luminescence, antagonist mode; active compounds read low. max response, negative = inhibition, %. hit rate 2.5% among 360,000; in the data active means max response below about -50%; inconclusive means no clear call, values can overlap the other calls; further: on the % scale 0 is the no-effect control and ±100 the full control effect; mostly tested at two doses, the higher about 12 µM
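Cells expressing the human receptor were seeded at 1500 cells/well, incubated overnight at 37 degrees C in 5% CO2, then exposed to library compounds with dopamine controls for 90 minutes at 37 degrees C before luminescent detection.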
D3 ag – qHTS of D3 Dopamine Receptor Agonist: qHTS; D(3) dopamine receptor (Homo sapiens), P35462; D3R DiscoveRx beta-arrestin cells, luminescence, 90 min; max activation, %; hit rate 0.58% among 410,000; in the data active means max activation above about 30%; further: 0% is about no effect; mostly tested at two doses, the higher about 12 µM
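Cells at 1500/well, incubated overnight, then treated with pinned compounds (dopamine as control) for 90 min at 37 degrees C. DiscoveRx reagent added for 30 - 60 minutes at room temperature; luminescence read.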
* hit, by the source's call; ? = inconclusive; / = not tested or not shown; [ ] = remark or other dose. Unless noted, the call rests on the fitted dose curve; in most records, active means well fitted curve in the direction sought with a large enough effect; inconclusive means small, poorly fitted or top-dose-only effect, or another doubt; inactive means no such curve, though single readings can be large; an effect the other way counts as inactive or inconclusive.

Fields: IL-2 act, PI5P4Ka inh, GLP1R cytotox, GLP1R inv ag, PLK1 PBD inh, WRN helicase inh, GLP1R ag, D3 antag, D3 ag
O=C(N/N=C/C=C/c1ccco1)c1ccccc1Cl
 : -3.3, ?, -25%, 215%[activator], -14%, -5%[11.6 µM], 11%, -27, 14
Nc1nc(Nc2ccccc2)nc(NCCO)c1[N+](=O)[O-]
 : 0.6, ?, 0%, 39%[activator], -19%, -3%, 3%, -29, 1
O=C(CNC(=O)C12CC3CC(CC(C3)C1)C2)N1CCN(S(=O)(=O)c2cccs2)CC1
 : -0.5, 2, -13%, -25%, -10%, -27%, -3%, 0, -1
CC(C)(C)N(Cc1ccccc1)C(=O)c1ccc(Br)o1
 : 1.1, 4, -13%, -41%, -4%, -6%, -13%, -7, 0
COc1ccc(C(=O)N2CCN(S(=O)(=O)c3ccc(F)cc3)CC2)cc1OC
 : -2.8, 6, -16%, 18%, -5%, 4%, 12%, 3, 0
CCOC(=O)C1CCN(CC(O)COCc2ccc3c(c2)OCO3)CC1 (stereo unspecified)
 : 0.3, 1, 1%, -13%, 5%, -6%, -7%, -18, -6
Cc1cc2ccccc2c(=O)n1CC(=O)NCC(=O)N1CCCC1
 : 0.6, 3, -18%, 10%, -3%, 0%, -1%, 22, 10
COc1cc(OC)c2ccc(=O)oc2c1C(CCN1CCCC1)c1ccc2c(c1)OCO2 (stereo unspecified)
 : 0.4, -2, ?, 40%[activator], -3%, -1%, 3%, -27, -47
CS(=O)(=O)N1CCC(C(=O)NCc2ccc3c(c2)OCO3)CC1
 : -0.2, 0, -3%, 18%, -10%, -2%, 0%, 2, -4
O=C(Nc1ccc(S(=O)(=O)NCC2CCCO2)cc1)c1ccccc1 (stereo unspecified)
 : -0.6, -8, -7%, 28%, -17%, ?, 8%, 9, -7
Cc1ccccc1NC(=O)Cc1nc(COC(=O)c2cccnc2Cl)cs1
 : 0.6, 0, 6%, 12%, 1%, 2%, 10%, -1, 3
Nc1nonc1NC(=O)CSc1ncccc1C(=O)O
 : -2.1, /, -3%, -5%, -19%, -7%, -3%, -10, 0
O=C(Oc1ccc(-c2csnn2)cc1)c1cccs1
 : 1.7, -5, -10%, 18%, 3%, -1%, 0%, 3, 5
Brc1cc2c(cc1Br)OCCOCCOCCO2
 : -0.4, -1, -15%, ?, 2%, -3%, -4%, 5, 13
COc1ncccc1C(=O)NC1CCCc2c1cnn2-c1cc(C)cc(C)c1 (stereo unspecified)
 : 0.3, 0, 1%, 4%, -1%, 6%, ?, 18, 1
Cc1ccc(/C=C/C(=O)O)cc1S(=O)(=O)NCCO
 : 1.2, ?, 70%[activator], 19%, -2%, -17%, -10%, -3, 0
C=CCNC(=O)c1ccc(N(CC=C)S(C)(=O)=O)cc1
 : 3.0, -4, 4%, 1%, -2%, -6%, -5%, 14, 2
O=C(COC(=O)CCc1nc2ccccc2s1)Nc1ccc(Cl)cn1
 : -1.8, -9, 13%, 4%, -3%, -7%, 3%, 17, -5
CCOC(=O)c1ccccc1NC1CC(=O)N(c2ccccc2C)C1=O (stereo unspecified)
 : -1.1, -3, -6%, -4%, -18%, -8%, -3%, 20, 0
CCCCC/C=C/C1=CC(=O)C[C@H](c2ccc(OC)c(OC)c2)C1
 : -1.2, 15, 3%, -8%, -6%, -19%, 10%, 5, 3

A portion from the list above, as a working copy:
Fields: IL-2 act, PI5P4Ka inh, GLP1R cytotox, GLP1R inv ag, PLK1 PBD inh, WRN helicase inh, GLP1R ag, D3 antag, D3 ag
COc1ccc(C(=O)N2CCN(S(=O)(=O)c3ccc(F)cc3)CC2)cc1OC
 : -2.8, 6, -16%, 18%, -5%, 4%, 12%, 3, 0
CCOC(=O)C1CCN(CC(O)COCc2ccc3c(c2)OCO3)CC1 (stereo unspecified)
 : 0.3, 1, 1%, -13%, 5%, -6%, -7%, -18, -6
Cc1cc2ccccc2c(=O)n1CC(=O)NCC(=O)N1CCCC1
 : 0.6, 3, -18%, 10%, -3%, 0%, -1%, 22, 10
COc1cc(OC)c2ccc(=O)oc2c1C(CCN1CCCC1)c1ccc2c(c1)OCO2 (stereo unspecified)
 : 0.4, -2, ?, 40%[activator], -3%, -1%, 3%, -27, -47
CS(=O)(=O)N1CCC(C(=O)NCc2ccc3c(c2)OCO3)CC1
 : -0.2, 0, -3%, 18%, -10%, -2%, 0%, 2, -4
O=C(Nc1ccc(S(=O)(=O)NCC2CCCO2)cc1)c1ccccc1 (stereo unspecified)
 : -0.6, -8, -7%, 28%, -17%, ?, 8%, 9, -7
Cc1ccccc1NC(=O)Cc1nc(COC(=O)c2cccnc2Cl)cs1
 : 0.6, 0, 6%, 12%, 1%, 2%, 10%, -1, 3
Nc1nonc1NC(=O)CSc1ncccc1C(=O)O
 : -2.1, /, -3%, -5%, -19%, -7%, -3%, -10, 0
O=C(Oc1ccc(-c2csnn2)cc1)c1cccs1
 : 1.7, -5, -10%, 18%, 3%, -1%, 0%, 3, 5

The list continues:
Fields: IL-2 act, PI5P4Ka inh, GLP1R cytotox, GLP1R inv ag, PLK1 PBD inh, WRN helicase inh, GLP1R ag, D3 antag, D3 ag
O=C(NC(=S)Nc1ccccc1Br)C1CCCC1
 : -2.0, -4, -22%, ?, -10%, -2%, 17%, -28, -4
O=C1NC[C@H](CCCCN2C[C@@H](Cc3ccccc3)N(Cc3ccccc3)C(=O)C2=O)N(CCC2CCCCC2)C1=O
 : 1.9, -6, -22%, 1%, -11%, 3%, 8%, 6, 1
C#CCOCCOCCOCCNc1nc(N2CCN(C(=O)Cn3cc(CCO)nn3)CC2)nc(N2CCN(C(=O)[C@H](C(C)C)n3cc(CCO)nn3)CC2)n1
 : -0.1, 0, 2%, 17%, -7%, 4%, -1%, 12, 5
N#Cc1cccc(C(=O)N(CCc2ccccc2)Cc2cccs2)c1
 : 0.5, -3, -5%, ?, -1%, 5%, 19%, 12, -4
CCOC(=O)c1nc(-c2ccc(OC)c(OC)c2)no1
 : -1.7, 0, -15%, 30%, -12%, -3%, 9%, 3, 7
CC(OC(=O)Cc1c(F)cccc1Cl)C(=O)NC1CCCCC1C (stereo unspecified)
 : 0.6, -7, 1%, ?, 1%, -10%, -6%, -10, -5
O=C(COc1ccc(Cl)cc1Cl)NNC(=S)Nc1ccc(F)cc1
 : -0.4, /, 5%, -9%, -25%, -13%, 1%, 23, -25
COc1ccc2[nH]c(C)c(CCNC(=S)Nc3cccc(C)c3C)c2c1
 : -2.7, 0, ?, ?, 0%, -4%, 9%, -5, -1
Cc1ccccc1NS(=O)(=O)c1nnc(NC(=O)c2ccccc2F)s1
 : -3.1, -8, -18%, 3%, -14%, 1%, -1%, 10, -4
CC(=O)c1ccc(N2CCN(C(=O)Nc3cn(CC(C)C)c(=O)c4ccccc34)CC2)cc1
 : /, /, -5%, 1%, /, /, -5%, /, 5
CSC1=NCCN1S(=O)(=O)c1ccccc1
 : -0.5, -2, 7%, 21%, 3%, 6%, -5%, 35, 0
CCCCOc1ccc(C(=O)Nn2c(-c3cccs3)nc3ccccc3c2=O)cc1
 : -1.8, 7, 1%, 13%, 2%, -1%, 12%, 11, 7
CC(CCc1ccccc1)NS(=O)(=O)c1ccccc1Cl (stereo unspecified)
 : -2.0, -8, 14%, ?, ?, -11%, 12%, -2, 5
Cc1ccc(C(=O)O/N=C2\CC3CCC2(C)C3(C)C)cc1 (stereo unspecified)
 : -4.1, /, -3%, -10%, -4%, 6%, 3%, -21, -3
CCOC(=O)c1c(Nc2cc(C)cc(C)c2)nnc(-c2ccccc2)c1-c1ccccc1
 : /, /, -5%, 7.9µM*, /, /, 12%, /, 5
Cc1[nH]nc(-c2ccc(O)c(C)c2O)c1Oc1ccccc1
 : -0.5, 1, ?, -10%, 1%, -15%, -1%, -2, -2
Cc1ccc(-c2nc(CSCC(=O)N3CCCC3)c(C)o2)cc1
 : -2.1, 1, -19%, -3%, -1%, 4%, 6%, 24, 3
COc1ccc(C2Nc3ccccc3NC3=C2C(=O)CC(C)(C)C3)cc1OC (stereo unspecified)
 : -2.7, 2, -8%, 11%, -5%, -7%, -2%, -1, 13
COc1cccc(N2CCN(CC(=O)Nc3ccc(S(=O)(=O)N4CCCCCC4)cc3)CC2)c1
 : -3.7, -5, 0%, ?, 2%, -5%, 4%, -17, 1
Cc1ccc(OCCC(=O)OCC(=O)Nc2ccc(F)cc2)cc1
 : 0.9, -2, 1%, 2%, -2%, -3%, 6%, 8, -4
O=C(Nc1ccc(Cl)cc1C(F)(F)F)C(Sc1cccc[n+]1[O-])c1ccccc1 (stereo unspecified)
 : -1.0, -7, -8%[0.307 µM], -8%[0.307 µM], -28%, 3%, 1%, -30, -1
CC(O)(c1ccccc1)c1nc(-c2cccc(C#N)c2)cs1 (stereo unspecified)
 : -0.2, 3, 3%, -20%, 4%, 0%, 19%, 27, 2
CC(=O)c1ccc(N=Nc2ccc(C)cc2)cc1
 : -0.2, 11, -3%, ?, -6%, -1%, 12%, 7, 14
CCOC(=O)c1ccc(NC(=S)NCCCn2ccnc2)cc1
 : -0.4, 5, -9%, -5%, -7%, -8%, 2%, 0, 7
COCCSc1nc2c([nH]c3ccccc32)c(=O)n1-c1ccc(OC)c(OC)c1
 : /, /, 1%, -25%, /, /, -5%, /, 1
O=C(NCc1ccccc1)Nc1cccn(Cc2ccccc2F)c1=O
 : 0.0, 1, -3%, ?, -7%, -2%, 12%, 9, 6
CC1CCCC(NC(=O)CNCc2ccccc2F)C1C (stereo unspecified)
 : 0.5, 3, -6%[0.307 µM], 9%[0.307 µM], -10%, -8%, 1%, -17, 1
CC(=O)NC(c1ccc(F)c(F)c1)c1nc(-c2cc3ccccc3o2)cs1 (stereo unspecified)
 : 0.1, 12, -2%, -25%, -4%, -2%, 13%, 33, 2

Compound activity (PubChem BioAssay)

The order is random, and some 7.8% of all compounds hit somewhere here.
